NIH3T3 tox = NIH 3T3 cell cytotoxicity; NIH 3T3 viability, CellTiter-Glo ATP luminescence, 48-72 h; Potency, µM (top dose mostly 96.7 µM), inactives show top-dose activity change, negative = cytotoxicity, most hits filed as inhibitors; 4.3% of 94,000 active; AID 1345082; also: potency is read from the fitted curve at half-maximal effect; nearly all actives have a fitted effect of over 55% in size
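Cytotoxicity is measured as loss of cellular ATP: NIH 3T3 cells (400/well) are exposed to compound for 48 or 72 hr at 37 °C, then CellTiter-Glo luminescence is imaged after 10 min at room temperature.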
SNCA expr inhib = reduces expression of the alpha-synuclein gene | 0.17% of 140,000 active | AID 1671194 | HEK-293 SNCA-luciferase knock-in, luminescence, 24 h | Potency, µM (doses to about 57.2 µM), for inactives: at the highest dose activity change, negative = inhibition, hits mostly inhibitors;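 also: potency is read from the fitted curve at half-maximal effect; plate controls were DMSO cells for no effect and cell-free wells for full effect; nearly all actives have a fitted effect of over 45% in size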
HEK293 viab = reduces viability of HEK-293 SNCA reporter cells; 0.12% of 150,000 active; Potency, µM (titrated, usually from 57.1 µM), inactives show top-dose activity change, negative = cytotoxicity, most hits filed as cytotoxic; HEK-293-SNCA-luc viability, GF-AFC fluorescence, 24 h;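 also: potency is read from the fitted curve at half-maximal effect; 0% = DMSO-treated cells and -100% = medium-only wells without cells; nearly all actives have a fitted effect of over 30% in size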
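Cytotoxicity counterscreen: after 24 h compound treatment of genome-edited SNCA-luciferase HEK-293 cells, live-cell protease substrate GF-AFC read by fluorescence after 30 min; activity scaled between DMSO (0%) and medium-only (-100%), curves Hill-fitted.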
GPT2 inhibitor = blocks human glutamate pyruvate transaminase 2. Q8TD30. AID 1671188. Potency, µM (doses to about 57.7 µM), inactives show top-dose activity change, negative = inhibition, actives largely listed as inhibitors. 0.25% of 100,000 active. Recombinant GPT2, coupled pyruvate oxidase/HRP Amplex Red fluorescence; also: potency is read from the fitted curve at half-maximal effect; nearly all actives have a fitted effect of over 60% in size; many of its hits are not listed in these tables
Target sequence (Q8TD30 whole entry, looked up): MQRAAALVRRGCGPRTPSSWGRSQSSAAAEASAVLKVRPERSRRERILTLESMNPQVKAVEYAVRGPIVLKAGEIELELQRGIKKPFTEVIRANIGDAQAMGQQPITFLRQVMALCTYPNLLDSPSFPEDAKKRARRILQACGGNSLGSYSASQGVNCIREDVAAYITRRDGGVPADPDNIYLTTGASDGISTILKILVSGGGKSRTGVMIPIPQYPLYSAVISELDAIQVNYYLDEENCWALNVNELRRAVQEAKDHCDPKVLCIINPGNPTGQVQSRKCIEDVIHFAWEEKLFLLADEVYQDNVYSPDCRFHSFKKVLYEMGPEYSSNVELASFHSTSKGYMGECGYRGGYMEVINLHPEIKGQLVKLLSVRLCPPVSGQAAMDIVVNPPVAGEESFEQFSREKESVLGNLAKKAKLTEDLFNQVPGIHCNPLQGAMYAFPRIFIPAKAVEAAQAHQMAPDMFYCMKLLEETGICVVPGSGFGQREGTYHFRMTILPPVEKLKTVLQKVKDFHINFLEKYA
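GPT2 10ng/uL, a-KG 250uM, L-Ala 2mM, HEPES pH7.5 + 0.0001% Tween; 30 min RT. Then Amplex mix (PO/HRP/ThPP), 30 min RT dark, fluorescence. AOA 50uM used as positive control.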
HEK cytotox = kills HEK 293 cells; HEK 293 viability, ATP luminescence (CellTiter-Glo), 48-72 h; Potency, µM (highest dose often 115 µM), without a hit: top-dose activity change, negative = cytotoxicity, hits mostly inhibitors; 6.6% of 94,000 active; AID 1345083; also: potency is read from the fitted curve at half-maximal effect; nearly all actives have a fitted effect of over 60% in size
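ATP-coupled CellTiter-Glo luminescence served as viability read-out, recorded 10 min after reagent addition at room temperature. HEK 293 cells, 250 cells/well, had been incubated with pintool-transferred compound for 48 or 72 hr at 37 degree Celsius.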
Luciferase inh = blocks purified firefly luciferase enzyme activity. purified P. pyralis luciferase, luminescence, biochemical. P08659. 2.5% of 76,000 active. Potency, µM (titrated, usually from 115 µM), inactives show at the highest dose activity change, negative = inhibition, actives largely listed as inhibitors. AID 1347043; also: potency is read from the fitted curve at half-maximal effect; nearly all actives have a fitted effect of over 65% in size
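Inhibitors were tested against purified firefly luciferase in a biochemical, low-substrate format (both substrates at 10uM) and luminescence measured with a CCD imager.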
IP6K1 inh = IP6K1 kinase inhibition; Q92551; IP6K1 kinase, ADP-Glo luminescence, 2 h; stronger effect = lower value; activity change, % (series mostly up to about 58 µM); 0.81% of 140,000 active; AID 1645851; in the data active = activity change below about -25%
Target sequence (Q92551 whole entry, looked up): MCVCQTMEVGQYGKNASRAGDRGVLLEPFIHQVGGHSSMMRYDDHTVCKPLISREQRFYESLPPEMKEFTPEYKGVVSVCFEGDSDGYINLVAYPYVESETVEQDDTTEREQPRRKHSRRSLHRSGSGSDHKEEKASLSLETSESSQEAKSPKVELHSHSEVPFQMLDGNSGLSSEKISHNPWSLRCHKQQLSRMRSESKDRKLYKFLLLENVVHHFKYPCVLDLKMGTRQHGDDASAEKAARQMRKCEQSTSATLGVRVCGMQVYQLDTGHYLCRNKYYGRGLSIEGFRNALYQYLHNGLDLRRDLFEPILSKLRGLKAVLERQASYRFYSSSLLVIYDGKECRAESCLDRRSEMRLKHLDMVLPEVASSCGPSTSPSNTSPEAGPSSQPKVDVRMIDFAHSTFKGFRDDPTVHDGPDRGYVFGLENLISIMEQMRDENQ
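ADP-Glo luminescence measures ADP made by human IP6K1 during a 2 h RT reaction with ATP/IP6 (mix at 1.3 mM/130 uM); top library doses 57.5 and 19.1 uM final.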
Active calls of the source: *; i = inactive; ? = inconclusive; . = not tested or not shown; [ ] = remark or other dose. Unless noted, calls follow the shape of the dose curve; as a rule, active = well fitted curve in the direction sought with a large enough effect; inconclusive = small, poorly fitted or top-dose-only effect, or another doubt; inactive = no such curve, though single readings can be large; an effect the other way counts as inactive or inconclusive. Unless noted, % is scaled to controls: 0 for no effect and ±100 for the full control effect.

Screens in order: Luciferase inh, IP6K1 inh, GPT2 inhibitor, NIH3T3 tox, HEK293 viab, SNCA expr inhib, HEK cytotox
- COc1cccc(CNC(=O)C(=O)NCC(c2ccc3c(c2)OCO3)N2CCOCC2)c1 (centres undefined)
  ., 0, ., ., 3%, -3%, .
- Cc1ccc(S(=O)(=O)n2nc(-c3ccc(Cl)cc3)nc2NCc2ccc(F)cc2)cc1
  ., 9, ., ., 1%, 21%, .
- Cc1noc2c(NCC3CCOCC3)cc(-c3ccc(Cl)cc3)nc12
  7%[172 µM], -2, 5%[88.5 µM], ?, -8%[87.6 µM], 9%[87.6 µM], 100µM*
- Cc1ccc(C)c(-c2cc3c(=O)n(CCNC(=O)c4ccc(C#N)cc4)ccn3n2)c1
  -18%, 5, i, ?, -18%, -21%, 13µM*
- COC1C(=O)N(C2CCN(C(=O)c3ccc4[nH]ccc4c3)CC2)C12CCOCC2 (centres undefined)
  -7%, -17, i, -18%, 1%, 11%, -2%
- CC(C)CC(=O)Nc1ccc([C@H]2OCC(=O)N(Cc3nccn3C)[C@@H]2CO)cc1
  -5%[172 µM], 9, i, -1%[174 µM], -1%[87.6 µM], 8%[87.6 µM], i
- Cc1ccc(-c2cc(C(=O)N3CCC(c4nc(C5CCOCC5)no4)C3)c3ccccc3n2)cc1C (centres undefined)
  0.32µM*, -28*, -4%, ?, ?, 10µM*, 11µM*
- CC(C)C(=O)N1CCC2(CC1)CC(N1CCCC1)CCO2 (centres undefined)
  -1%, -22, i, -20%, -5%, 13%, 0%
- C[C@@H]1C[C@H]2[C@@H]3CCC4=CC(=O)C=C[C@]4(C)[C@@]3(F)[C@@H](O)C[C@]2(C)[C@@]1(O)C(=O)COC(=O)c1ccncc1
  ., 10, i, ., -8%[23.9 µM], 51%[25.6 µM], .
- CC[C@H]1OC(=O)[C@H](C)[C@@H](O[C@H]2C[C@@](C)(OC)[C@@H](O)[C@H](C)O2)[C@H](C)[C@@H](O[C@@H]2O[C@H](C)C[C@H](N(C)C)[C@@H]2O)[C@](C)(O)C[C@@H](C)CN(C)[C@H](C)[C@@H](O)[C@]1(C)O
  ., ., -1%, ., -16%, -16%, .
- COc1ccc(C(=O)N2CCN(c3cc(-c4ccc(Cl)cc4)[nH]n3)CC2)cc1
  -9%, 15, -7%, 7.1µM*, -9%, -11%, 35µM*
- Cc1ccc(-c2cn3cc(C(=O)NC4CCCCC4)nc3s2)cc1
  ., 5, -24%, -18%, 4%, 41%[activator], -18%
- O=C(Cc1cccc(F)c1)N1CCCC(Cc2nc(C3CCOCC3)no2)C1 (centres undefined)
  5%, 0, 2%, 2%, -14%, 4%, -8%
- COc1ccccc1-c1noc(-c2ccc(N3CCC(C)CC3)c([N+](=O)[O-])c2)n1
  ., 9, ., ., 12%, 117%[activator], .
- Cc1ccoc1C(=O)N1CC[C@@H](c2sccc2C)[C@H](O)C1
  -4%, -12, i, -22%, -1%, -2%, -26%
- CN(CC(=O)NCc1ccc(Cl)cc1)S(=O)(=O)c1ccc2c(c1)c(=O)n(C)c(=O)n2C
  ., -5, ., ., 9%, -1%, .
- CC(C)C[C@@H]1N[C@H](C(=O)N2CCC(CO)CC2)Cc2c[nH]c3cccc1c23
  10%[172 µM], 5, -7%[88.5 µM], -4%[174 µM], -11%[87.6 µM], 26%[87.6 µM], i
- O=C(Nc1ccc(S(=O)(=O)N2CCC(c3nc4ccccc4s3)CC2)cc1)c1ccccc1
  ., 18, ., ., 5%, 13%, .
- COc1ccc(CNC[C@H]2O[C@H](Cc3cc(-c4ccccc4)on3)CC[C@@H]2O)cc1
  -19%[172 µM], 1, 0%[88.5 µM], 40µM*, -4%[87.6 µM], 118%[activator][87.6 µM], 89µM*
- COc1cccc(NC(=O)CN2C(=O)COc3ccc(S(=O)(=O)N4CCOCC4)cc32)c1
  ., -9, ., ., -17%, -7%, .
- CCCC(CCC)C(=O)Nc1cccc(-c2nc3cccnc3s2)c1
  ., 19, ., ., 3%, 8%, .
- COCCCNC(=O)C(NC(=O)c1cccc(C)c1)C1CCN(C(=O)c2ccc(C)cc2)CC1 (centres undefined)
  -10%, 16, -44%, -8%, -7%, -4%, -2%
- Cc1ccc(Cl)cc1NCc1nnc2n1CCCCC2
  ., -7, ., ., 2%, -7%, .
- COc1ccc(CCNc2ncnc3c2CN(c2ccc(Cl)cc2)C(=O)N(C)C3)cc1
  -8%, -9, 1%, ?, ?, ?, ?
- CCC(=O)c1cc2c(cc1NC(=O)c1ccccc1F)OCCO2
  ., 19, ., ., 1%, 12%, .
- COc1ccc(CNC(=O)c2ccc3nc(CCc4ccccc4)oc3c2)cc1OC
  ., 1, ., ., ?, -21%, .
- Cc1ncc([N+](=O)[O-])n1CCO
  ., -10, -14%, ., -7%, 6%, .
- COc1cc(F)c(S(=O)(=O)Nc2c(C)n(C)n(-c3ccccc3)c2=O)cc1OC
  ., 10, ., ., -13%, -7%, .
- COc1ccc(-n2c(SCC(=O)N3CCc4ccccc43)nc3c([nH]c4ccccc43)c2=O)cc1
  ., -8, ., ., -4%, 34%[activator], .
- CCN1C(=O)C2CC3(CCN(C(=O)c4sc(C)nc4C)CC3)CN2C1=O (centres undefined)
  -4%, -5, 4%, -23%, -7%, 4%, -18%

Record cards, as listed above.
COc1cccc(CNC(=O)C(=O)NCC(c2ccc3c(c2)OCO3)N2CCOCC2)c1 (centres undefined) reads Luciferase inh = .; IP6K1 inh = 0; GPT2 inhibitor = .; NIH3T3 tox = .; HEK293 viab = 3%; SNCA expr inhib = -3%; HEK cytotox = .
COc1ccc(C(=O)N2CCN(c3cc(-c4ccc(Cl)cc4)[nH]n3)CC2)cc1 reads Luciferase inh = -9%; IP6K1 inh = 15; GPT2 inhibitor = -7%; NIH3T3 tox = 7.1µM*; HEK293 viab = -9%; SNCA expr inhib = -11%; HEK cytotox = 35µM*

(next part)
Screens in order: Luciferase inh, IP6K1 inh, GPT2 inhibitor, NIH3T3 tox, HEK293 viab, SNCA expr inhib, HEK cytotox
- COCCN(C)C[C@@H]1CN(C(=O)c2c(-c3ccccc3)ccnc2C)C[C@@H]1CO
  9%, 2, -2%, 0%, 4%, 8%, -2%
- O=C(c1cc(Cl)ccc1F)N1CCC(OC2CCN(Cc3ccccc3)CC2)CC1
  4%, -5, -2%, ?, -5%, -2%, ?
- O=C1CN(Cc2cc3n(n2)CCCNC3)CCN1Cc1ccc2c(c1)OCO2
  4%, 39, ?, i, 1%, 2%, -2%
- COC1CCOC2(CCN(C(=O)Nc3ccc4c(c3)OCCO4)CC2)C1 (centres undefined)
  ?, -14, i, -5%, 19%[12.5 µM], 116%[activator], -11%
- COCc1nc(-c2ccc(OC3CCN(C(=O)CCc4ccc(OC)cc4)C3)cc2)no1 (centres undefined)
  10%, 7, 2%, ?, -1%, -27%, ?
- O=C(COc1ccccc1)Nc1ccc2c(c1)CN(CCc1ccc(F)cc1)C(=O)CO2
  ?, 16, i, ?, -14%, -17%, ?
- Cc1nn2c(c1-c1ccccc1C(C)C)N(Cc1cccc(C(=O)O)c1)CCC2
  1%[172 µM], 6, 0%[88.5 µM], 45µM*, ?, ?, 56µM*
- CCOc1ccc(CNC(=O)C(C)n2ncn3cccc3c2=O)cc1 (centres undefined)
  ., -27*, ., ., 5%, -11%, .
- CN1CCc2c([nH]c3ccccc23)C12CCN(C(=O)c1cccnc1)CC2
  2%, -2, i, -18%, -1%[12.5 µM], 0%, -14%
- Cc1ccc(-c2ccc3nnc(CNC(=O)c4ccoc4)n3n2)cc1C
  -4%, -2, 1%, ?, 1%, 31%[activator], ?
- Cc1cc(-c2nc(-c3c(C)noc3C)cc3cc(C)oc23)ccn1
  -3%[172 µM], -1, 2%[88.5 µM], ?, -11%[87.6 µM], 45%[activator][87.6 µM], ?
- Cc1ccc(-n2c(C3CCN(C(=O)c4nn(C)c5ccccc45)CC3)n[nH]c2=O)cc1
  -7%, -11, i, 8.9µM*, -2%, -1%, -2%
- COc1ccc(-c2onc(C)c2C)cc1S(=O)(=O)N(C)Cc1ccco1
  ., 28, ., ., 3%, 20%, .
- Cc1ccc(-c2cn3c(n2)N(C(=O)c2cnccn2)CCC3)cc1
  0%, -2, -1%, -6%, 7%, 47%[activator], -6%
- COCCn1nnnc1C1CC2(CCOCC2)C(=O)N1Cc1cccnc1 (centres undefined)
  -11%, 14, i, -10%, 2%, 31%[activator], -6%
- CCNC(=O)NC[C@@H]1C=C(C)[C@H](CC(=O)NCc2ccccn2)C[C@H]1C(C)C
  14%[172 µM], -8, i, -4%[138 µM], 1%[87.6 µM], -26%[87.6 µM], 1%[172 µM]
- Cc1nc2ccc(C(=O)NCc3cccnc3Oc3ccccc3C)cc2[nH]1
  -5%, 4, i, 50µM*, -9%, ?, ?
- N#C/C(=C\c1ccc(-c2ccc(F)cc2F)o1)c1nc2ccccc2[nH]1
  ., 9, ., ., ?, 64%[activator], .
- O=C(Cn1ccn2nc(-c3ccccc3)c(CO)c2c1=O)N1CCN(c2ccccc2)CC1
  -12%, 17, i, -23%, -2%, 0%, -28%
- O=C(CN1C(=O)NC2(CCS(=O)(=O)CC2)C1=O)NC1CCCCC1
  -3%, -4, i, -17%, 1%, -11%, 1%
- CC(C)CCN1C(=O)CC[C@@]2(C(=O)NCc3ncc[nH]3)CCCC[C@H]12
  7%, -19, -2%, i, 9%, 15%, 2%
- CCC1(O)CCC12CCN(C(=O)Cc1cccc(F)c1)CC2 (centres undefined)
  ., -5, -25%, -24%, 5%, 7%, -6%
- COc1cccc(-n2c(SCC(=O)Nc3nnc(C)s3)nc3c([nH]c4ccccc43)c2=O)c1
  ., -11, ., ., -28%, 5%, .
- COc1ccc(-c2noc([C@@H]3Cc4nc[nH]c4CN3Cc3ccc(NC(C)=O)cc3)n2)cc1
  35µM*, 0, ?, -22%, -12%, ?, -7%
- COc1cc(-c2noc(-c3ncn4c3COC(c3ccc(F)cc3)C4)n2)cc(OC)c1OC (centres undefined)
  -5%, -11, i, ?, -8%, -11%, ?
- COc1ccc(-c2onc(C)c2C)cc1S(=O)(=O)NCC1CCN(Cc2cccc(F)c2)CC1
  ., 6, ., ., 14%, 0%, .
- CNC(=O)c1ccc(NC(=O)COc2ccc(-c3nn(C)c(=O)c4ccccc34)cc2)cc1
  ., -2, ., ., 9%, 59%[activator], .
- O=C(NC1CCCC1)NC1CC(c2nnc(CO)n2C2CC2)C1 (centres undefined)
  -1%, 31, -9%, -4%, -2%, -10%, i
- CCCOc1ccc(CNC(=O)c2[nH]c3cc(OC)ccc3c2Sc2ccccc2)cc1
  ., 16, ., ., 10%, 8%, .
- CCOC(=O)c1c(C)[nH]c(C)c1S(=O)(=O)N(C)CC(=O)Nc1cccc(Cl)c1C
  ., -8, ., ., -8%, -23%, .
- CCNc1ncnc2sc3c(c12)CCN(C(=O)COC)C3
  -7%, -11, -4%, -22%, 17%, 2%, -15%

Assay outcomes: PubChem, National Center for Advancing Translational Sciences (NCATS)
